Screens: PubChem BioAssay, several laboratories
M4 PAM = human M4 muscarinic receptor positive allosteric modulators, primary screen, CHO-K1 cells, Fluo-8 calcium fluorescence; CHO-K1 hM4/Gqi5, ACh EC20; 0% = ACh EC20, 100% = maximal ACh; activation, % at 3 µM; AID 624126, 2012; actives 0.4% (n = 360,000);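 active = activation above its plate's cutoff, the mean activation of sample wells plus 3 SD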; note: some results filed as inactive read as strong as hits
Target sequence (P08173 whole entry, looked up): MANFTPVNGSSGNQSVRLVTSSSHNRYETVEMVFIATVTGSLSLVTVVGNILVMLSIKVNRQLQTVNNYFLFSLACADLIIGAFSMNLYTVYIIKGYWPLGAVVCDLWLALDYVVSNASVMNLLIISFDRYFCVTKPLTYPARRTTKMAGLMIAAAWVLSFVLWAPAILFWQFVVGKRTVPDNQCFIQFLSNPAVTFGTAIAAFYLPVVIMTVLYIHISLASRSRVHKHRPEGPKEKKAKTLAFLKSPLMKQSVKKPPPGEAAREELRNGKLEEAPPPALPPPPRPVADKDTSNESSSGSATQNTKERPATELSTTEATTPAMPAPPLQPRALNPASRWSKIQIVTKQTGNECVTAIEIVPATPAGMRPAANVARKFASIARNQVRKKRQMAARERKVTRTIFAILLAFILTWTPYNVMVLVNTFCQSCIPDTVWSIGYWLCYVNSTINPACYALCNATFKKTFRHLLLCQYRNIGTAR
IDE cell inh = human IDE inhibitors in live cells, primary screen, fluorescence polarization, HEK cells, FAbetaB substrate; actives 0.41% (n = 320,000); FAbetaB cleavage; Insulin-degrading enzyme (Homo sapiens), P14735; AID 434962, 2010; inhibition, % at 5.59 µM;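 active = percent inhibition above the average of all tested compounds plus 3 SD, set per screening campaign, cut at about 16% in these data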;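 note: IDE supplied by intact live HEK cells; FP after avidin binding of uncleaved biotin substrate so inhibition keeps polarization high; 0% = DMSO wells and 100% = 60 µM reference IDE inhibitor Ii1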
CHRM4 agonist = human M4 muscarinic receptor agonists, primary screen, CHO-K1 cells, Fluo-8 calcium fluorescence; AID 624127, 2012; actives 0.14% (n = 360,000); activation, % at 3 µM; CHO-K1 hM4/Gqi5; vehicle 0%, full acetylcholine response 100%;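 active = activation above the run mean over all test wells plus 3 SD, cut at about 32% in these data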;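 note: peak over basal fluorescence ratio per well then scaled between controls; 0% = DMSO wells and 100% = acetylcholine at EC100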
CRFR2-BP ag = agonists of CRF-BP/CRF-R2 complex, primary screen, cell-based, HEK293, calcium dye fluorescence, uHTS | CRF-binding protein / CRF receptor 2 complex (human) | calcium dye fluorescence (FLIPR); percent of saturating CRF peptide response | activation, % at 13.2 µM | actives 0.46% (n = 350,000);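 active = activation of at least 50%, plus an integration ratio under a set limit after plate pattern correction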;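 note: plate controls were neutral control wells without compound for no effect and CRF at EC100 for full effect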
CHRM5 agonist = human M5 muscarinic receptor agonists, primary screen, CHO-K1 cells, Fluo-8 calcium fluorescence; Muscarinic acetylcholine receptor M5 (Homo sapiens), P08912; CHO-K1 hM5 cells; 0% DMSO wells, 100% maximal acetylcholine response; activation, % at 3 µM; actives 0.19% (n = 360,000); AID 624037, 2012;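 active = activation above the run's mean over test compounds plus 3 SD, cut at about 23% in these data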;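 note: signal is peak over basal fluorescence ratio across the kinetic read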
Target sequence (P08912 whole entry, looked up): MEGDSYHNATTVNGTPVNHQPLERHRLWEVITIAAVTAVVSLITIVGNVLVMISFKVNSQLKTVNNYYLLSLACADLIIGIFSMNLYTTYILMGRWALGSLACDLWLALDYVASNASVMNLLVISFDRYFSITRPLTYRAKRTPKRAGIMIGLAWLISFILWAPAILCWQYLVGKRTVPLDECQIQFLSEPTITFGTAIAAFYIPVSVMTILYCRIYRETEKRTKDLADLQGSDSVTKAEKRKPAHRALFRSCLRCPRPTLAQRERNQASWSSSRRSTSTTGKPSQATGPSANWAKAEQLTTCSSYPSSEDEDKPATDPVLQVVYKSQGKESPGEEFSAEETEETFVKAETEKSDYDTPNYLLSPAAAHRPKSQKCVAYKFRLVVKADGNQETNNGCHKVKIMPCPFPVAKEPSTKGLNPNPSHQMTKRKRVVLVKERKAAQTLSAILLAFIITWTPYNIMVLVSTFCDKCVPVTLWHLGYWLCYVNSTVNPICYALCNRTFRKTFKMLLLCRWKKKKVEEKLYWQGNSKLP
CRFBP-R2 block = antagonists of CRF-BP/CRF-R2 complex, primary screen, cell-based, HEK293, calcium dye fluorescence, uHTS; CRF-induced calcium fluorescence; inhibition, % at 11.8 µM; actives 0.59% (n = 350,000);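 active = inhibition of the ligand-induced calcium signal above about 50% at the single tested concentration, limit read from the data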
M5 antag = human M5 muscarinic receptor antagonists, primary screen, CHO cells, Fluo-8 calcium fluorescence. Muscarinic acetylcholine receptor M5 (Homo sapiens), P08912. inhibition, % at 3 µM. CHO-hM5 cells, ACh EC80. AID 624040, 2012. actives 0.59% (n = 360,000);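 active = inhibition above a per-plate cutoff, the mean of that plate's test compounds plus 3 SD, cut at about 27% in these data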;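 note: 0% = acetylcholine EC80 with DMSO and 100% = DMSO without agonist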
M4 antag = human M4 muscarinic receptor antagonists, primary screen, CHO cells, Fluo-8 calcium fluorescence; CHO-hM4 cells, ACh EC80; inhibition, % at 3 µM; actives 0.73% (n = 360,000);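 active = inhibition above its plate's cutoff, the mean inhibition of sample wells plus 3 SD, cut at about 27% in these data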;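 note: 0% = acetylcholine EC80 with DMSO and 100% = DMSO without agonist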
CHRM5 PAM = human M5 muscarinic receptor positive allosteric modulators, primary screen, CHO-K1 cells, Fluo-8 calcium fluorescence | Muscarinic acetylcholine receptor M5 (Homo sapiens), P08912 | CHO-K1 hM5, ACh EC20 PAM; 0% = ACh EC20, 100% = ACh EC100 | activation, % at 3 µM | actives 0.3% (n = 360,000);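 active = activation above the run cutoff, the mean activation of all test compounds plus 3 SD, cut at about 18% in these data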
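System – CHO-K1 hM5 cells · Compound – 3 µM, single dose · Incubation – compound preincubation 140 s before EC20 acetylcholine addition · Technique – Fluo-8 calcium fluorescence · Measure – Max/basal fluorescence ratio as % of EC20–EC100 ACh window · Benchmarks – low control EC20 acetylcholine (0%), high control EC100 acetylcholine (100%) · Replication – singlicate, one well per test compound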
Active calls of the source: *; x = not tested or not shown; & = joins results of further samples.

Each structure is followed by: CHRM4 agonist, M4 PAM, CRFR2-BP ag, M5 antag, CRFBP-R2 block, CHRM5 agonist, IDE cell inh, CHRM5 PAM, M4 antag
#1 COC(=O)c1c(NC(=O)CN2CCN(c3ncccn3)CC2)sc(C(N)=O)c1C
  4, 4, -0.1, 10, 20, -1, 0, -5, -4
#2 OC1(c2ccc(Cl)cc2)CN(c2ccccc2)C2=[N+]1CCS2 (stereo not given)
  11, -10, 0.6, 13, -12, -4, -1, -7, 4
#3 O=C(COC(=O)c1ccc(Cl)nc1)Nc1ccc2c(c1)CCC2
  0, 6, 0.1, -1, -6, -2, -5, 6, -14
#4 COC(=O)/C=c1/sc2n(c1=O)CCN=2
  1, 11, -0.9, -7, 12, -7, -2, -6, 0
#5 CN(C)S(=O)(=O)n1cc(/C=C(\NC(=O)c2ccccc2F)C(=O)N2CCCCC2)c2ccccc21
  1, 9, 0.2, 4, -15, 0, x, 3, -7
#6 COc1cccc(-c2c(NC(=O)c3ccco3)oc3ccccc3c2=O)c1
  1, 12, 0.1, 4, -4, 2, -3, -2, -11
#7 O=C(COC(=O)c1ccco1)NCc1ccc2c(c1)OCO2
  0, -7, 1.2, 2, -8, 1, -6, -2, -10
#8 Cc1ccc(NC(=O)C(=O)NCCCN2CCCC2=O)cc1
  1, 4, -1.0, -9, -4, -4, -2, 5, -3
#9 OC1CCCN(CC(O)c2ccccc2)C1 (stereo not given)
  1, -1, 0.8, 0, 0, -7, 0, 9, -16
#10 COC(=O)C(Cc1ccccc1)NC(=O)CCC(=O)NC(C)CCc1ccccc1 (stereo not given)
  2, 1, 1.0, 0, -4, 2, -4, -1, -7
#11 NC(=O)/C(=C\c1ccncc1)c1cccc2ccccc12
  1, -2, -1.2, 3, -7, -5, 3, -4, 11
#12 CCN(CC)C(=O)CC(c1cc(OC)c(OC)c(OC)c1)c1c(O)cc(OC)cc1OC (stereo not given)
  1, 7, -0.3, -3, -1, 1, 7, 17, -5
#13 Cc1occc1-c1n[nH]c(=S)n1C
  0, 7, -1.1, -7, 0, -1, 5, -5, 0
#14 O=C(C1CCCN(C2CC(=O)N(c3ccc(Cl)cc3)C2=O)C1)N1CCCC1 (stereo not given)
  1, 5, 0.2, -1, 1, -3, x, 6, 0
#15 CCCCCC(=O)N1CCN(CCN=CC2=C(O)CC(c3cccs3)CC2=O)CC1 (stereo not given)
  0&0, 0&-5, 2.4&-0.8, 0&-3, 27&14, -4&-4, -1, 5&3, -8&16

Among those listed so far, these have a thiophene ring, fused or not:
Each structure is followed by: CHRM4 agonist, M4 PAM, CRFR2-BP ag, M5 antag, CRFBP-R2 block, CHRM5 agonist, IDE cell inh, CHRM5 PAM, M4 antag
#1 COC(=O)c1c(NC(=O)CN2CCN(c3ncccn3)CC2)sc(C(N)=O)c1C
  4, 4, -0.1, 10, 20, -1, 0, -5, -4
#15 CCCCCC(=O)N1CCN(CCN=CC2=C(O)CC(c3cccs3)CC2=O)CC1 (stereo not given)
  0&0, 0&-5, 2.4&-0.8, 0&-3, 27&14, -4&-4, -1, 5&3, -8&16

(cont.)
Each structure is followed by: CHRM4 agonist, M4 PAM, CRFR2-BP ag, M5 antag, CRFBP-R2 block, CHRM5 agonist, IDE cell inh, CHRM5 PAM, M4 antag
#16 CCOc1ccc(NS(=O)(=O)c2ccc(NC(=O)[C@@H]3CCCC[C@@H]3C(=O)O)cc2)cc1
  0, -10, 189*, 2, -225, 0, 3, -5, 5
#17 O=C(c1cc(=O)[nH]c2ccccc12)N(Cc1nnc(-c2ccccc2Cl)o1)C1CC1
  9, -5, 1.8, 10, -10, 0, 1, -13, 1
#18 CC1CC(C)CN(C(=O)c2cccc(S(=O)(=O)NCc3ccccc3)c2)C1 (stereo not given)
  2, -2, -0.1, 11, -39, 6, 2, -1, -6
#19 Cc1ccc(Sc2ncccc2/C=N/O)cc1
  -1, -13, -0.6, 9, 22, -5, 0, -4, 26
#20 CC(=O)N1CCN(c2ccccc2NC(=O)c2ccc(-c3cccc([N+](=O)[O-])c3)o2)CC1
  8, -1, -1.8, 4, 4, 0, -1, -7, -10
#21 COC(=O)c1ccc(CNC(=O)CNc2cc(C(F)(F)F)ccc2N2CCOCC2)cc1
  1, 1, -0.7, -1, -5, 0, 1, -1, 0
#22 O=C(NCCCO)c1nc2ccccc2s1
  11, -9, -1.6, 12, 0, -2, 2, -38, 2
#23 CCOC(=O)C(C)Oc1ncnc2cccc(F)c12 (stereo not given)
  1, 4, 2.0, 5, -13, 0, -5, -1, -4
#24 CCN1CCN(c2nc(N)c([N+](=O)[O-])c(Nc3cccc(C)c3)n2)CC1
  3, -6, 0.1, 2, -15, -5, -1, -7, -4
#25 CCCSc1nnc(NC(=O)Nc2ccc(C)cc2)s1
  1, -3, 0.5, 2, 1, 5, 4, -5, -2
#26 Cc1ccc(C(=O)NCCC(=O)N2CCOCC2)cc1
  1, 1, -0.7, 3, 13, -2, -2, 0, 3
#27 CCCCN(CC)CCNC(=O)c1cn(CCOC)c(=O)c2c1c1ccccc1n2C
  0, -4, -2.0, 5, -5, -2, 3, 0, 7
#28 CC(C)(C)C(=O)NC(=S)NNC(=O)c1sc2ccccc2c1Cl
  10, -7, 226*, 5, -262, 11, 5, -10, 8
#29 Cc1c(Cl)cccc1NC(=S)NC1CCCC1
  2, 3, -0.6, 5, 6, -13, 8, 4, 0
#30 COc1ccc(C(=O)Nn2c(SCc3ccc([N+](=O)[O-])cc3)nc3ccccc3c2=O)cc1
  2, -4, 3.4, 6, 13, -3, -4, 18*, -21
#31 CCN(CC)C(=O)Cn1c(=O)n(CCCC(=O)NCc2ccc3c(c2)OCO3)c(=O)c2sccc21
  0, -6, -0.1, 12, 11, -2, 2, 2, -5
#32 O=C(c1ccc(S(=O)(=O)Nc2ccccc2)cc1)N1CCCC1
  2, 2, 1.8, 1, -8, 6, 2, 0, -5
#33 Cc1ccc(-n2cc(CNCCCn3ccnc3C)c(-c3ccc(F)cc3)n2)cc1
  13, -12, -0.7, 7, -26, -12, 5, -5, 3
#34 COc1cc(OC)cc(C(=O)NC(C(=O)O)C23CC4CC(CC(C4)C2)C3)c1 (stereo not given)
  0, -1, -1.1, 1, 4, -2, 4, 13, -5
#35 O=C(O)c1ccccc1C(=O)N1CC=C(c2ccccc2)CC1
  0, 1, 2.6, 1, 16, -7, 0, 1, -12
#36 CCNC(=O)NC1(C(=O)Nc2ccc3c(c2)CCC3)CCCCC1
  1, -1, -2.4, 6, -25, -5, 6, -2, 3
#37 CN1CCN(C(=O)CSc2cc(=O)n(C)c3ccccc23)CC1
  1, -4, -1.0, 12, -6, -2, 3, -2, 6
#38 CS(=O)(=O)c1ccc(-c2cccc(NC(=O)COc3ccc(Cl)cc3)c2)nn1
  3, 2, 2.2, -17, 6, 1, 9, 1, -17
#39 O=C(O)Cn1nnc(-c2ccccc2)c1COc1ccccc1
  1, 7, x, -1, x, 0, x, 1, -12
#40 O=C(CN(c1ccc(Cl)cc1)S(=O)(=O)c1ccc(Cl)c([N+](=O)[O-])c1)NCCc1ccc(F)cc1
  1, 7, 0.3, -1, 26, -3, 2, 2, -14
#41 COc1ccc(OCCOC(=O)c2cccs2)cc1
  0, -5, -0.3, -1, 17, -4, 2, 1, 1
#42 CCc1ccccc1N1CC(C(=O)O)CC1=O (stereo not given)
  0, -2, 0.0, 0, 2, -1, 2, -2, -1
#43 O=C(CCl)Nc1cccc(S(=O)(=O)NC2=NCCC2)c1
  0, -11, -1.0, -4, 8, 1, -2, 6, 5
#44 Cc1ccc(NC(=O)CSc2nnc(NC(=O)CN3CCOCC3)s2)cc1
  1, 10, -1.4, -12, -8, 3, -1, 7, -4
#45 Cc1nc2ccccc2c(=O)n1/N=C/c1ccccn1
  3, 7, 0.3, 1, 6, 2, 1, 4, -10
#46 CN(Cc1nccs1)C(=O)c1ccc(OC2CCN(Cc3ccccn3)CC2)cc1
  2, -3, 0.8, 16, 3, -6, 1, -5, -1
#47 Cc1cc(C)c(C)c(S(=O)(=O)NCc2ccc(C(=O)N3CCOCC3)cc2)c1C
  3, -1, 0.8, 3, 1, -5, 2, -7, -14
#48 CCOC(=O)c1cc(CC)sc1NC(=O)COC(=O)c1cc[n+]([O-])cc1
  1, 8, 0.9, 10, -15, -1, 0, -3, -8
#49 O=C(COc1ccc(OCc2ccccc2)cc1)NC1CCOC1=O (stereo not given)
  4, 19, 0.3, 1, -27, 1, 6, 4, -2
#50 Cc1ccc(NC(=O)C2CC(=O)n3c(nc4ccccc43)N2)cc1Cl (stereo not given)
  2, 4, -3.0, 5, 0, 0, 6, 1, 2
#51 COc1ccc(C(=O)N2CCN(c3cccc(Cl)c3)CC2)c(OC)c1
  5, -7, -2.8, 8, -4, 3, -2, -1, 5
#52 Cc1ccc(-c2csc3ncnc(N4CCN(c5ccccc5O)CC4)c23)cc1
  0, 0, 0.5, 14, -25, -1, 1, -2, 2
#53 COCCn1c(=NC(=O)C(C)(C)C)sc2cc([N+](=O)[O-])ccc21
  2, 4, -5.5, 5, -41, 0, 1, -3, -4
#54 Cc1ccc(C2(C(F)(F)F)N=C3Sc4cc(C)cc(C)c4N3C(=O)N2)cc1 (stereo not given)
  -3, -9, 1.2, -1, 1, -2, -1, -7, -3
#55 CC(=O)N1CCN(C(=O)COC(=O)c2ccc(S(C)(=O)=O)cc2)CC1
  1, 8, -0.8, 12, -1, 3, -4, 6, -5
#56 COc1cc2nc3occc3c(OC)c2cc1OC
  2, 4, -0.4, 7, 3, 0, 2, 4, -3
#57 CCOc1ccc(CCNC(=O)Cn2nc(C)c3c(C)n(-c4ccccc4)nc3c2=O)cc1OCC
  1, 2, -0.9, -14, 0, -4, -2, 9, 8
#58 CN(C)CCNC(=S)Nc1ccccc1Cl
  0, 3, 0.0, 8, -11, -7, 1, -2, -3
#59 NS(=O)(=O)c1ccc(CCNC(=O)c2ccc(CS(=O)(=O)c3ccc(Br)cc3)o2)cc1
  5, 0, 0.7, -6, 3, -4, 4, 0, 1
